High-throughput results deposited in PubChem BioAssay by The Scripps Research Institute Molecular Screening Center.
MITF primary – MITF inhibitors, primary screen, biochemical, AlphaScreen, human | inhibition, % at 2.6 µM | 650,000 tested, 0.91% active | Microphthalmia-associated transcription factor (Homo sapiens), O75030 | AlphaScreen MITF homodimerization, bead proximity signal; in the data active means inhibition above about 50%;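 further: 0% = vehicle wells with protein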
TEAD-YAP block – TEAD-YAP interaction inhibition, primary screen, TEAD-YAP interaction inhibitor project, luminescence, HEK-TIYL cells; TEAD-Gal4/YAP UAS-luciferase luminescence; inhibition, % at 9.12 µM; 640,000 tested, 1.4% active; in the data active means inhibition above about 32%;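 further: 0% = median of test compound wells and 100% = reference inhibitor wells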
GPR151 ag – activators of human GPR151, primary screen, cell-based, PathHunter beta-arrestin, luminescence. G-protein coupled receptor 151 (Homo sapiens), Q8TDV0. PathHunter beta-arrestin GPR151 cells. activation, % at 11.2 µM. 650,000 tested, 1% active. AID 1508602, 2020; in the data active means activation above about 4.9%;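 further: 0% = median of compound wells and 100% = cells with positive control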
FBW7 activator – FBW7 E3 ligase activators, primary screen, biochemical, AlphaScreen, human; AlphaScreen FBW7–phospho-cyclin E peptide binding, activator screen; normalized activity (activation), % at 26.1 µM; 650,000 tested, 0.13% active; AID 1259310, 2017; in the data active means normalized activity above about 1.9%;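 further: purified mutant Fbw7 with reduced substrate affinity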
Target sequence (Q969H0 whole entry, looked up): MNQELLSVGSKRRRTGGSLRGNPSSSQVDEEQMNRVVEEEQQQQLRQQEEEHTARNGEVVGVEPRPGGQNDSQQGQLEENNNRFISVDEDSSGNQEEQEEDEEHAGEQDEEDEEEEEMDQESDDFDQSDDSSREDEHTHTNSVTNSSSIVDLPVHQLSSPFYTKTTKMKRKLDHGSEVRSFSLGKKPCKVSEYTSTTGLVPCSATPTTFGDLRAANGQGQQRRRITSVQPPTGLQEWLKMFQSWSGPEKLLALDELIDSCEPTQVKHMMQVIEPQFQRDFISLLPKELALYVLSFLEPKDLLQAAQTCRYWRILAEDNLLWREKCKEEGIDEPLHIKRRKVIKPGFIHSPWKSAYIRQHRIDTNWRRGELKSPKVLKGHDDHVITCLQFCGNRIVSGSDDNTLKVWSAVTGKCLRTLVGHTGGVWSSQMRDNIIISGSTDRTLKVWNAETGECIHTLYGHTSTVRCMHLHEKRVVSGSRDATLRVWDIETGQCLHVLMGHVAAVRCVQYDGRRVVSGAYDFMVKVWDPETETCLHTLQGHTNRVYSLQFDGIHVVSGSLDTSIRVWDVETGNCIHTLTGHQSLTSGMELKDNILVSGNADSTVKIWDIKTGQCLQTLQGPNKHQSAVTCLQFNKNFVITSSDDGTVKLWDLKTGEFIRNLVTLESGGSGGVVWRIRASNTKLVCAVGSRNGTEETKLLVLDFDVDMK
The depositor's hits bear a star; . = not tested or not shown.

Compound	MITF primary	TEAD-YAP block	GPR151 ag	FBW7 activator
CCN1CCN(S(=O)(=O)c2ccc(Br)cc2)CC1	4.5	12.7	1.4	-0.1
COc1ccc(C(=O)N(Cc2cc3cc(C)ccc3n3nnnc23)C2CCCC2)cc1OC	2.9	7.7	1.7	0.0
O=C(Nc1ccccc1Cl)c1ccc(N2C(=O)c3cccnc3C2=O)cc1	24.5	-21.8	-1.8	-0.7
Cc1occc1-c1nnc(SCC(=O)Nc2nccs2)n1CCc1ccccc1	5.0	-6.9	0.7	-0.1
O=C(CN1C(=O)c2ccccc2C1=O)Nc1nnc(CCc2ccccc2)s1	12.7	-5.5	0.7	0.3
COc1ccc(-c2nc(NCCCN3CCCC3=O)c3ncn(C(C)C)c3n2)cn1	9.7	16.7	-2.2	0.1
COc1ccccc1CNC(=O)c1ccc2nc(-c3ccccc3)c(-c3ccccc3)nc2c1	-6.9	-4.5	2.9	0.1
COc1ccc2nc(C)cc(Nc3ccc(OCc4ccccc4Cl)cc3)c2c1	2.3	12.1	2.3	0.0

Next part
Compound	MITF primary	TEAD-YAP block	GPR151 ag	FBW7 activator
CC1(C)O[C@H]2[C@H](O)C[C@](O)(C(N)=O)C[C@H]2O1	-10.7	1.9	-1.5	0.0
CCOC(=O)N1CCc2c(sc(NC(=O)c3coc4ccccc4c3=O)c2C(N)=O)C1	1.7	1.9	1.2	0.1
Cc1cc(C)cc(NC(=O)C2=CCN(S(=O)(=O)c3ccccc3)CC2)c1	-10.5	0.0	-0.3	0.0
COC(=O)CCCN1C(=O)c2ccccc2C1=O	8.3	-3.9	0.0	0.1
COC(=O)c1cn(CC(=O)NC2CCCCC2)c2ccccc12	8.8	-3.4	-0.8	0.0
COC(=O)c1cc2cc(N)ccc2s1	8.8	-2.6	0.2	0.9
Cc1ccc(SCC(=O)NCc2ccc(F)cc2)cc1	1.6	-6.2	-0.2	0.4
CC(=O)Nc1nc2cc([N+](=O)[O-])c(C)cc2s1	-0.1	-21.7	1.0	0.0

The list goes on:
Compound	MITF primary	TEAD-YAP block	GPR151 ag	FBW7 activator
COc1ccccc1NC(=O)Cn1cnc2sc(C(=O)N3CCCC3)c(C)c2c1=O	8.0	-5.1	-0.1	-0.1
O=C(CCc1ccccc1)Nc1ccc(N2CCC(NCCN3CCNC3=O)CC2)cc1	-3.0	-7.2	-1.1	-0.1
O=C(NC(=S)NNC(=O)[C@H]1C[C@@H]1c1ccccc1)c1ccccc1F	-11.1	-9.8	-0.9	0.0
CC(C)n1cnc2c(NC3CCN(Cc4ccccc4)CC3)nc(N3CCC(N4CCOCC4)CC3)nc21	4.8	1.2	-1.4	-0.1
COc1ccc(C2CC(=O)C3=C(C2)Nc2ccccc2N(C(=O)c2cc(OC)c(OC)c(OC)c2)C3c2cccs2)cc1 (stereo not drawn)	6.5	-6.8	0.0	-0.1
COc1ccc(NC(=O)CNS(=O)(=O)c2cccs2)c(OC)c1	-0.2	-3.7	0.4	0.1
O=[N+]([O-])C(/C=C(\Cl)[N+](=O)[O-])=C(N1CCCCC1)N1CCCCC1	-12.1	3.1	0.1	0.0
Cc1ccc(N2C(=O)CSC2c2cc3c(cc2[N+](=O)[O-])OCO3)cc1F (stereo not drawn)	9.2	6.6	-1.6	0.8

(cont.)
Compound	MITF primary	TEAD-YAP block	GPR151 ag	FBW7 activator
Oc1ccc(-c2nc3cnccn3c2NCc2ccccc2)c(O)c1	14.6	-4.1	-0.8	0.1
COc1cc([N+](=O)[O-])ccc1NC(=O)CC(C)c1ccccc1 (stereo not drawn)	-12.4	12.0	0.8	0.0
CN1CCN(C(=O)c2ccc(-c3cc(NC4CC4)ncn3)cc2)CC1	5.5	-4.2	-0.3	0.1
O=C(NCCC1CCCCN1S(=O)(=O)c1cccs1)C(=O)Nc1ccc(F)cc1 (stereo not drawn)	11.2	-10.2	0.2	-0.1
CCOC(=O)c1cccnc1N1CCCC(CCC(=O)NCc2ccccc2F)C1 (stereo not drawn)	11.5	1.9	-0.6	0.3
COc1ccc(C(=O)CSC2=C(C#N)C(c3ccccc3Cl)C(C(=O)Nc3ccccc3C)=C(C)N2)cc1 (stereo not drawn)	9.9	-3.6	0.8	0.1
NCCSc1ncc(C(F)(F)F)cc1Cl	-5.1	8.3	1.2	0.1
COc1ccc(Cn2ccn(Cc3c(F)cccc3Cl)c(=O)c2=O)cc1	8.3	1.9	-0.2	-0.1

Going on with the list.
Compound	MITF primary	TEAD-YAP block	GPR151 ag	FBW7 activator
CCSc1nnc2c(n1)OC(c1ccccc1Cl)Nc1ccccc1-2 (stereo not drawn)	-1.9	-19.2	2.8	0.1
Cc1nc(SCC(=O)Nc2ccc(F)c([N+](=O)[O-])c2)nc(C)c1C	-4.2	-2.3	-1.5	0.0
CCOc1ccc2ccccc2c1/C=N/NC(=O)c1ccccn1	23.2	-64.2	3.4	0.0
Cc1ccc(/C=C(\C#N)C(=O)Nc2ccc([N+](=O)[O-])cc2)o1	7.0	4.1	0.2	0.1
Clc1ccccc1C1CC(c2ccccc2)Nc2ncnn21 (stereo not drawn)	13.7	-3.0	-0.2	0.6
COc1ccc(NC(=O)c2ccc(NC(C)=O)cc2)c(OC)c1	11.2	-1.5	-0.8	0.2
CC(C)c1nc2c(-c3cn[nH]c3)cccc2c(=O)[nH]1	12.7	32.0*	-0.6	0.0
CCOc1ccc(NC(=O)c2ccc(F)c(S(=O)(=O)N(CC)c3ccccc3)c2)cc1	-6.7	-3.2	0.3	-0.1

Remaining list, next part.
Compound	MITF primary	TEAD-YAP block	GPR151 ag	FBW7 activator
CC(Oc1ccc2c3c(c(=O)oc2c1)CCC3)C(=O)c1ccccc1 (stereo not drawn)	-7.9	3.8	-0.1	-0.1
O=C(COC(=O)c1ccc(N2CCOCC2)c([N+](=O)[O-])c1)NNC(=O)c1ccc(F)cc1	4.0	0.8	-1.2	0.1
CN1CCN(C23CCCCC2=Cc2cc([N+](=O)[O-])ccc2O3)CC1 (stereo not drawn)	4.8	-12.7	0.6	0.0
Cc1cccc(CCNC(=O)Cn2ncc3c2-c2ccccc2OC3)c1	3.0	4.2	0.0	-0.1
c1cn2c(-c3ccoc3)cnc(N3CCOCC3)c2n1	-7.5	-72.8	0.7	-0.1
CNC(=S)N/N=C(\C)Cc1ccc(OC)cc1	3.3	-16.0	-0.3	0.0
O=C(OCc1ccc([N+](=O)[O-])cc1)C1=COCCO1	2.6	-2.8	-1.2	0.9
CCOC(=O)c1cnc2c(OC)cccc2c1NC1CCCCC1	5.3	55.4*	3.8	0.0

(list continues)
Compound	MITF primary	TEAD-YAP block	GPR151 ag	FBW7 activator
CCOc1cc(/C=C2/NC(=O)NC2=O)cc(Cl)c1OCc1ccccc1F	-4.9	2.8	0.1	-0.3
CCC(C)(C)NS(=O)(=O)c1ccc2[nH]c3c(c2c1)CCCC3	5.2	2.7	0.7	-0.2
CCOc1ccc(NC(=O)C(=O)CC(=O)c2ccc(OC)cc2)cc1	21.5	-2.9	-0.4	0.1
CCCCc1ccc(NC(=O)CN(c2ccc(OC)cc2OC)S(C)(=O)=O)cc1	15.6	9.0	-0.6	0.2
COC(=O)c1c(NC(=O)c2ccc([N+](=O)[O-])cc2)sc(C(=O)N(C)C)c1C	14.8	-2.6	-0.6	0.0
C/C(=N\N=C(/N)SC1CC(=O)N(c2ccc(F)cc2)C1=O)c1ccc(O)cc1 (stereo not drawn)	7.9	-1.0	-0.4	0.3
CCCCC1=CC2=C(c3ccco3)C(=O)C(C)(OC(=O)c3ccc(Cl)nc3)C(=O)C2=CO1 (stereo not drawn)	-7.0	.	6.5*	-0.3
C=CCNC(=O)C(=O)NCc1ccc(F)cc1	-2.6	2.1	0.8	0.6

(listing goes on)
Compound	MITF primary	TEAD-YAP block	GPR151 ag	FBW7 activator
CCOc1ccc2nc(SCC(=O)N3c4ccc(C(c5ccccc5)(c5ccccc5)c5ccccc5)cc4C(C)=CC3(C)C)sc2c1	7.7	8.0	-1.2	0.1
COc1ccc(N(C)c2nnc(-c3ccc(NC(=O)c4ccco4)cc3)s2)cc1	13.8	-5.9	-0.1	0.7
CN(C)c1ccc(C(=O)Nc2ccccc2C(N)=O)cc1	-17.8	51.9*	-4.7	-0.3
CCCc1cc(=O)[nH]c(SCC(=O)NCCN2C(=O)CSC2=O)n1	1.0	2.6	0.1	0.0
CCOc1ccc2nc(/N=C/c3nc(-c4ccc(Br)cc4)oc3O)sc2c1	4.1	4.3	-0.1	-0.1
Cc1ccc2c(c1)CCCN2C(=O)Nc1ccc2c(c1)OCO2	3.5	-56.7	0.8	0.0
O=C(NCCC1=CCCCC1)c1ccc(OCC(=O)C2CC2)cc1	7.7	-59.6	-1.3	-0.1
O=C(c1cccs1)N1CCN(c2ccc3nnc(C4CC4)n3n2)CC1	-3.3	4.1	0.4	-0.2

Other structures follow:
Compound	MITF primary	TEAD-YAP block	GPR151 ag	FBW7 activator
COc1ccc(OC)c(N(CC(=O)Nc2ccccc2C(F)(F)F)S(C)(=O)=O)c1	10.3	11.4	-1.4	0.2
O=C(NCCCO)/C(=C/c1ccc2c(c1)OCO2)NC(=O)c1ccc(Br)cc1	-6.8	-1.9	0.2	-0.1
CC(C)n1c(=O)c(=O)n(CC(=O)N2CCc3ccccc32)c2cc(C(F)(F)F)ccc21	18.1	-9.2	0.5	0.0
Fc1ccc(C2CC(c3ccc(Cl)cc3)Nc3ncnn32)cc1 (stereo not drawn)	5.2	7.2	-0.6	0.0
CCOC(=O)c1sc(NC(=O)c2cc(OC)c(OC)c(OC)c2Br)c(C(=O)OCC)c1C	10.4	-11.9	-0.1	0.0
Cc1ccc(N2C(=O)C3C4C=CC(CC4)C3C2=O)c(C)c1 (stereo not drawn)	-6.3	-1.2	1.3	0.0
CCCCC(=O)Nc1nc(-c2ccc(I)cc2)cs1	-1.4	-6.8	-0.7	0.1
CC1CCCN(C(=O)C2CCN(S(=O)(=O)c3ccc4c(c3)oc(=O)n4C)CC2)C1 (stereo not drawn)	-4.5	0.5	0.6	0.0

Three records picked at random from the list so far, as already listed:
Compound	MITF primary	TEAD-YAP block	GPR151 ag	FBW7 activator
O=C(NCCCO)/C(=C/c1ccc2c(c1)OCO2)NC(=O)c1ccc(Br)cc1	-6.8	-1.9	0.2	-0.1
CCCCC(=O)Nc1nc(-c2ccc(I)cc2)cs1	-1.4	-6.8	-0.7	0.1
CCOC(=O)c1sc(NC(=O)c2cc(OC)c(OC)c(OC)c2Br)c(C(=O)OCC)c1C	10.4	-11.9	-0.1	0.0

(more compounds)
Compound	MITF primary	TEAD-YAP block	GPR151 ag	FBW7 activator
CC(=O)C1=C(C)NC(SCC(=O)c2ccc([N+](=O)[O-])cc2)=C(C#N)C1c1cccs1 (stereo not drawn)	12.3	8.5	-1.0	0.3
CCCCN(CC)C(=O)CSc1nc2ccccc2c(=O)n1Cc1ccco1	-11.9	-8.6	-1.7	0.1
CCOC(=O)C1=C(CN2CCC(N3CCCCC3)CC2)NC(=O)NC1c1ccc(F)cc1 (stereo not drawn)	-3.1	-7.7	-1.4	0.1
O=C(O)CCC(=O)N1CCC2(CC1)CC(=O)c1ccccc1O2	11.7	1.1	2.1	0.1
CCc1ccc(C2C(C(=O)Nc3ccc(Cl)cc3)=C(C)Nc3ncnn32)cc1 (stereo not drawn)	-6.5	15.1	0.8	-0.1
COC(=O)c1ccccc1NC1OC(=O)c2c1ccc(OC)c2OC (stereo not drawn)	-9.2	-2.5	0.0	-0.1
Cc1ccc(/C=C(\C#N)C(=O)NC2CCCCC2C)o1 (stereo not drawn)	6.0	-30.9	0.6	-0.2
CCOC(=O)N1CCN(C(=O)c2ccc(N3CCC(N4CCCC(O)C4)CC3)cc2)CC1 (stereo not drawn)	-4.8	3.9	0.1	0.0

(continued)
Compound	MITF primary	TEAD-YAP block	GPR151 ag	FBW7 activator
O=C1CC(N2CCN(c3cccc(Cl)c3)CC2)C(=O)N1c1cccc(Cl)c1 (stereo not drawn)	2.9	11.0	0.1	-0.1
O=C(Cn1c(CO)nc2ccccc21)Nc1ccccc1Cl	-3.7	9.5	0.7	-0.1
Cc1cc(NC(=O)CN2CCC(N3CCCCC3)CC2)no1	-6.1	1.9	0.7	0.1
Cc1ccc(N)cc1-n1c(C)ccc1C	13.1	12.4	-1.2	0.5
CSc1cccc(NC(=O)C2CCCN(c3nnc(-n4cccc4)s3)C2)c1 (stereo not drawn)	-5.8	-1.0	-2.4	-0.2
Cc1ccc(O)c(NC(=O)c2noc(C(C)C)c2[N+](=O)[O-])c1	9.1	-22.5	-1.1	0.6
CC(C(=O)c1ccc(Br)cc1)N1C(=O)NC(C)(c2ccccc2)C1=O (stereo not drawn)	7.7	1.4	-1.8	0.6
